Screens deposited in PubChem BioAssay by National Center for Advancing Translational Sciences (NCATS).
USP1 inh – USP1/UAF1 (human) deubiquitinase inhibition; O94782; Potency, µM (top dose mostly 57.1 µM), without a hit: at the highest dose activity change, negative = inhibition, actives largely listed as inhibitors; AID 743255; 0.23% of 390,000 active; recombinant USP1/UAF1, Ub-Rhodamine cleavage fluorescence; note: potency is the fitted concentration of half-maximal effect; % is set by controls: 0 for no effect and ±100 for the full control effect; nearly all actives have a fitted effect of over 60% in size; inactives centre near -12
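USP1/UAF1 complex at 1 nM was preincubated with compound for 15 min at room temperature, then Ub-Rho substrate (150nM final) was added. Fluorescence (480/540 nm) was read kinetically, 6 reads every 60 seconds.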
PGK inhibitor – T. brucei PGK inhibition. Potency, µM (highest dose often 57.5 µM), inactives show at the highest dose activity change, negative = inhibition, actives largely listed as inhibitors. AID 602233. P07378. 0.043% of 380,000 active. PGK/GAPDH coupled, Kinase-Glo luminescence, 60 min; note: potency is the fitted concentration of half-maximal effect; % is set by controls: 0 for no effect and ±100 for the full control effect; nearly all actives have a fitted effect of over 60% in size
Target sequence (P07378 whole entry, looked up): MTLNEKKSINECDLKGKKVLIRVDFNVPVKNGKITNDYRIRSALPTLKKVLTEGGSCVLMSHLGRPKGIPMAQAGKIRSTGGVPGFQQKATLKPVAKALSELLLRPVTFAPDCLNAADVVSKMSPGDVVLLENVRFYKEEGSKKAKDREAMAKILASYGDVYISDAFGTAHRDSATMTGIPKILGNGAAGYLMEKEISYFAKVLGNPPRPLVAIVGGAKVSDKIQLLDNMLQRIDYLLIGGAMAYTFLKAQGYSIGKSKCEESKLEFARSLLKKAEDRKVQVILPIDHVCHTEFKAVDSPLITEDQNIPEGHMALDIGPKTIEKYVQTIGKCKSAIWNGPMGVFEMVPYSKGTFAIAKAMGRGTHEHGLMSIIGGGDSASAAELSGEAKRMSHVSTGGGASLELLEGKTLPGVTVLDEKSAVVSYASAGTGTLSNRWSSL
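Luminescent ATP detection (Kinase-Glo Plus) follows a 60-minute room-temperature incubation, with wells lacking PGK as controls. Buffer: 100 mM TEA (pH 7.6), 5 mM MgCl2, 0.01% Tween-20. Coupling enzyme GAPDH (100 nM final) supplies unstable 1,3-BPG in-well.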
TrxR1 substrate – rat thioredoxin reductase 1 substrate activity. O89049. purified TrxR1 substrate turnover, NADPH consumption readout. Potency, µM (top dose mostly 114 µM), for inactives: top-dose activity change, negative = substrate turnover. 0.01% of 390,000 active. AID 588456; note: potency is the fitted concentration of half-maximal effect; % is set by controls: 0 for no effect and ±100 for the full control effect; nearly all actives have a fitted effect of over 50% in size
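Rat TrxR1, dispensed at 90 nM, was prereduced with 400 uM NADPH (final) for 5 min at ~22 deg C, then incubated with compound 15 min before 400 uM selenite. A first-read NADPH fluorescence drop versus no-compound background flagged substrates.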
rTrxR1 inhibitor – blocks rat thioredoxin reductase 1 | recombinant rTrxR1, NADPH fluorescence consumption, selenite substrate | AID 588453 | 1% of 390,000 active | O89049 | Potency, µM (titrated, usually from 114 µM), without a hit: at the highest dose activity change, negative = inhibition, actives largely listed as inhibitors; note: potency is the fitted concentration of half-maximal effect; % is set by controls: 0 for no effect and ±100 for the full control effect; nearly all actives have a fitted effect of over 65% in size
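Rat TrxR1 (90 nM in the dispensed reagent) was pre-reduced with 400 uM NADPH for 5 min at room temperature, then incubated with compound for 15 min. After 400 uM selenite was added, NADPH fluorescence (Ex 340/Em 450 nm) was followed for 8 min.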
IDH1 R132H inh – human IDH1 R132H inhibition; IDH1-R132H enzyme, NADPH consumption, diaphorase/resazurin fluorescence; Potency, µM (series often up to 76.6 µM), for the others: at the highest dose activity change, negative = inhibition, usual class: inhibitors; O75874; 0.093% of 390,000 active; AID 602179; note: potency is the fitted concentration of half-maximal effect; % is set by controls: 0 for no effect and ±100 for the full control effect; nearly all actives have a fitted effect of over 65% in size
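IDH1-R132H (0.5 ug/mL) preincubated 30 min with compound, then NADPH (0.016 mM) and alpha-KG (2 mM) added; 80 min at RT, pH 7.5. Remaining NADPH coupled via diaphorase/resazurin to fluorescence (540/590 nm); concentration-response curves normalized to no-enzyme control.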
GLS inh – glutaminase GLS (human) inhibition; O94925; GLS enzymatic activity, qHTS titration; Potency, µM (series often up to 45.5 µM), inactives show at the top dose activity change, negative = inhibition, usual class: inhibitors; 0.21% of 410,000 active; AID 624170; note: potency is the fitted concentration of half-maximal effect; % is set by controls: 0 for no effect and ±100 for the full control effect
Target sequence (O94925 whole entry, looked up): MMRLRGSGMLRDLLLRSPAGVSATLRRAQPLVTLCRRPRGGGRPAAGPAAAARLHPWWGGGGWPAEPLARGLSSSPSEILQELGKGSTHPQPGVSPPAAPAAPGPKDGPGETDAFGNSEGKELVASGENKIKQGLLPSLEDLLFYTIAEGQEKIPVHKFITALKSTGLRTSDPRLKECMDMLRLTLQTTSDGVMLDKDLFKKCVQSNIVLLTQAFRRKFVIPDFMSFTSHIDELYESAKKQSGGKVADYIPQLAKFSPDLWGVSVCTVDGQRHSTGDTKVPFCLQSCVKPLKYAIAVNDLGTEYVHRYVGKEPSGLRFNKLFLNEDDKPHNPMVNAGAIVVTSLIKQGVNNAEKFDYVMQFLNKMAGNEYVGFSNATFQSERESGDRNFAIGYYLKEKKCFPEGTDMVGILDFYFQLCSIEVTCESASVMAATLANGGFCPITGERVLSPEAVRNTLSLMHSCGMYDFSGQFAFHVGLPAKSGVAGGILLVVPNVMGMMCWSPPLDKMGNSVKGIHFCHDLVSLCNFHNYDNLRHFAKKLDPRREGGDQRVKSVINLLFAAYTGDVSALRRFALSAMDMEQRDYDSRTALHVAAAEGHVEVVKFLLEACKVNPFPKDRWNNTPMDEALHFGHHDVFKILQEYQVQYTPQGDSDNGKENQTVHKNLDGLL
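Coupled fluorescence readout: glutamate oxidase/HRP/Amplex Red detect glutamate formed by hKGA from L-glutamine (1 mM solution added). Buffer 45 mM KH2PO4 pH 8.2, 0.02% Tween-20; reads at t0 and 30 min RT.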
Pin1 inhibitor – human Pin1 inhibition; Potency, µM (doses to about 115 µM), without a hit: at the top dose activity, negative = inhibition, usual class: inhibitors; Q13526; AID 504891; Pin1 FP peptide displacement, HiFluor488, 10 min; 0.009% of 390,000 active; active = well fitted inhibition curve with a large enough effect in the polarisation, with a control signal flat, not every such curve was filed as active; inconclusive = small, poorly fitted or top-dose-only effect, or effect the other way, or a change in a side signal; inactive = no such curve, though single readings can be large or run the other way; the % refers to the polarisation; note: potency is the fitted concentration of half-maximal effect; % is set by controls: 0 for no effect and ±100 for the full control effect
PI4K2A block – PI4K2A (human) kinase inhibition; activity change, negative = inhibition, % at 76.9 µM; AID 1346378; 0.13% of 420,000 active; purified PI4K2A, ADP-Glo luminescence, 1 h; hits give low values; in the data active = activity change below about -50%; inconclusive = mostly about -30% to -49%;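 note: -100% = wells without enzyme as full effect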
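In this quantitative HTS, ADP production by PI4K2A was quantified luminescently after 1 h at ambient temperature; 100 microM adenosine served as plate-quality control.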
HP1b binding inh – blocks HP1-beta chromodomain binding to methylated histone tails | P83916 | AlphaScreen HP1-beta / biotin-H3K9me3 peptide binding | Potency, µM (highest dose often 114 µM), for inactives: top-dose activity change, negative = inhibition, most hits filed as inhibitors | 0.56% of 390,000 active; note: potency is the fitted concentration of half-maximal effect; nearly all actives have a fitted effect of over 70% in size; inactives centre near 23
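HP1-beta protein (50 nM final) preincubated 30 min at room temperature with biotinylated H3(1-18)K9me3 peptide (50 nM) in PBS pH 7.4, 0.01% Tween-20, then compound added for 30 min. AlphaScreen streptavidin donor/nickel chelate acceptor beads (10 ug/mL final), 30 min dark, luminescence read.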
Numbers without * were called inactive; [ ] = remark or other dose. Unless noted, calls come from the whole dose curve; as a rule, active = well fitted curve in the direction sought with a large enough effect; inconclusive = small, poorly fitted or top-dose-only effect, or another doubt; inactive = no such curve, though single readings can be large; an effect the other way counts as inactive or inconclusive.

`CN(C)C(=O)CCc1ccc2c3c([nH]c2c1)[C@]1(CCC2CCCC2)[C@@H](C(=O)N2CCOCC2)C[C@H](CC(=O)NCCCn2ccnc2)C(=O)N1CC3` gave USP1 inh -21%, PGK inhibitor -9%, TrxR1 substrate 2%, rTrxR1 inhibitor 5%, IDH1 R132H inh 3%, GLS inh 2%, Pin1 inhibitor -6%, PI4K2A block -1 and HP1b binding inh 17%.
For NC(N)=NS(=O)(=O)c1ccc(NC(=S)NC(=O)c2ccccc2)cc1 the results were USP1 inh -18%, PGK inhibitor -4%, TrxR1 substrate -11%, rTrxR1 inhibitor 50µM*, IDH1 R132H inh 1%, GLS inh 14%, Pin1 inhibitor -1%, PI4K2A block 9 and HP1b binding inh 16%.
Screening Cc1ccc(C)c(Cn2cnc3c(cnn3C(C)(C)C)c2=O)c1 returned USP1 inh -4%, PGK inhibitor 0%, TrxR1 substrate -12%, rTrxR1 inhibitor -12%, IDH1 R132H inh 3%, GLS inh 4%, Pin1 inhibitor 0%, PI4K2A block -6 and HP1b binding inh 25%.
`CCSc1nnc(SCC(=O)c2c(N)n(C)c(=O)n(C)c2=O)s1` gave USP1 inh -5%, PGK inhibitor 10%, TrxR1 substrate 0%[57.1 µM], rTrxR1 inhibitor 2%[57.1 µM], IDH1 R132H inh 0%, GLS inh 9%, Pin1 inhibitor 4%, PI4K2A block 2 and HP1b binding inh 12%.
O=S(=O)(NCc1ccccc1Cl)c1ccc(-n2cccn2)cc1 was read as USP1 inh -13%, PGK inhibitor inactive, TrxR1 substrate 1%, rTrxR1 inhibitor 29%, IDH1 R132H inh 5%, GLS inh 3%, Pin1 inhibitor -6%, PI4K2A block -4 and HP1b binding inh 20%.
Screening CN(C)c1ccc(C(C(=O)NC(C)(C)C)N(C(=O)c2csnn2)C2CC2)cc1 (centres undefined) returned USP1 inh -25%, PGK inhibitor -8%, TrxR1 substrate -5%, rTrxR1 inhibitor -11%, IDH1 R132H inh 2%, GLS inh 37%[activator], Pin1 inhibitor -9%, PI4K2A block 2 and HP1b binding inh 14%.
`Cc1ccc(S(=O)(=O)N(CC(=O)Nc2cccc([N+](=O)[O-])c2)Cc2ccc(Cl)cc2)cc1` gave USP1 inh -12%, TrxR1 substrate -15%, rTrxR1 inhibitor 19%, IDH1 R132H inh -4%, GLS inh -7%, Pin1 inhibitor -5%, PI4K2A block 3 and HP1b binding inh 4%.
`Cc1cc(N2CCOCC2)nc(SCC(=O)OCc2ccccc2)n1` gave USP1 inh -6%, PGK inhibitor -2%, TrxR1 substrate 5%[57.1 µM], rTrxR1 inhibitor 11%, IDH1 R132H inh -1%, GLS inh 13%, Pin1 inhibitor 0%, PI4K2A block 3 and HP1b binding inh 9%.
Screening Cn1c(=O)c2c(nc(CN3CCN(C(=O)c4ccco4)CC3)n2Cc2ccccc2)n(C)c1=O returned USP1 inh 5%, PGK inhibitor -5%, TrxR1 substrate 11%[57.1 µM], rTrxR1 inhibitor -2%[57.1 µM], IDH1 R132H inh 3%, GLS inh 6%, Pin1 inhibitor -11%, PI4K2A block -5 and HP1b binding inh 9%.
`NC(=O)C1CCN(c2cc(Cl)ccc2[N+](=O)[O-])CC1` gave USP1 inh -12%, PGK inhibitor -2%, TrxR1 substrate 3%[57.1 µM], rTrxR1 inhibitor 14%[57.1 µM], IDH1 R132H inh 8%, GLS inh 2%, Pin1 inhibitor -6%, PI4K2A block -4 and HP1b binding inh 12%.
Screening Cc1cc(C)cc(NC(=O)c2cccc(C(=O)Nc3cc(C)cc(C)c3)n2)c1 returned USP1 inh -23%, PGK inhibitor 0%, TrxR1 substrate 6%[57.1 µM], rTrxR1 inhibitor 7%[57.1 µM], IDH1 R132H inh 6%, GLS inh 6%, Pin1 inhibitor 0%, PI4K2A block -1 and HP1b binding inh 22%.
O=C(NCCC1=CCCCC1)C1CCCN(c2nc3ccccc3o2)C1 (centres undefined) was read as USP1 inh -13%, PGK inhibitor -2%, TrxR1 substrate 7%, rTrxR1 inhibitor 6%, IDH1 R132H inh 10%, GLS inh -1%, Pin1 inhibitor 47%[activator], PI4K2A block 0 and HP1b binding inh 17%.
For N#Cc1c(SC(C(=O)O)c2ccccc2)nc2c(c1-c1cccs1)CCCC2 (centres undefined) the results were USP1 inh -7%, PGK inhibitor -2%, TrxR1 substrate 1%, rTrxR1 inhibitor 14%, IDH1 R132H inh -4%, GLS inh 2%, Pin1 inhibitor -10%, PI4K2A block -2 and HP1b binding inh 6%.
`C[C@@H]1NC(=O)N(CCCn2ccnc2)C1=O` gave USP1 inh -18%, PGK inhibitor -2%, TrxR1 substrate 4%, rTrxR1 inhibitor 10%, IDH1 R132H inh 0%, GLS inh 0%, Pin1 inhibitor -1%, PI4K2A block 0 and HP1b binding inh 15%.
`CC1CCN(C(=O)Cn2cc3c(n2)CCCC3)CC1` gave USP1 inh 2%, PGK inhibitor -2%, TrxR1 substrate 5%[57.1 µM], rTrxR1 inhibitor 8%[57.1 µM], IDH1 R132H inh -3%, GLS inh 0%, Pin1 inhibitor 1%, PI4K2A block -3 and HP1b binding inh 58%[activator].
For Cc1ccc(Nc2nnc(SCC(=O)Nc3ccccc3[N+](=O)[O-])s2)cc1 the results were USP1 inh -8%, PGK inhibitor -14%, TrxR1 substrate 11%[57.1 µM], rTrxR1 inhibitor 4%[57.1 µM], IDH1 R132H inh 12%, GLS inh 1%, Pin1 inhibitor -1%, PI4K2A block -4 and HP1b binding inh 0%.
O=C(Nc1cc([N+](=O)[O-])ccc1Cl)c1cccnc1 was read as USP1 inh -28%, PGK inhibitor 6%, TrxR1 substrate 3%, rTrxR1 inhibitor 23%, IDH1 R132H inh -2%, GLS inh inconclusive, Pin1 inhibitor -3%, PI4K2A block 3 and HP1b binding inh 31%.
For COc1cccc(C2CC(c3ccc(C)cc3)n3nc(N)nc3N2)c1 (centres undefined) the results were USP1 inh -11%, PGK inhibitor -5%, TrxR1 substrate 6%, rTrxR1 inhibitor 35%, IDH1 R132H inh -4%, GLS inh 17%, Pin1 inhibitor -4%, PI4K2A block -22 and HP1b binding inh 11%.
Screening c1ccc(Nc2nc(-c3cccs3)cs2)nc1 returned USP1 inh -14%, PGK inhibitor inactive, TrxR1 substrate 0%[57.1 µM], rTrxR1 inhibitor 2%[57.1 µM], IDH1 R132H inh 11%, GLS inh -19%, Pin1 inhibitor -9%, PI4K2A block -11 and HP1b binding inh 4%.
O=C(NCc1ccco1)c1ccc2c(c1)N(Cc1ccccc1)C(=O)c1ccccc1S2 was read as USP1 inh inconclusive, PGK inhibitor -4%, TrxR1 substrate -5%[57.1 µM], rTrxR1 inhibitor 9%[57.1 µM], IDH1 R132H inh -20%, GLS inh -21%, Pin1 inhibitor 20%, PI4K2A block -9 and HP1b binding inh 7%.
`COCCN1C(=O)/C(=C/c2ccc(N3CCCC3)cc2)SC1=S` gave USP1 inh 5µM*, PGK inhibitor 7%, TrxR1 substrate -6%[57.1 µM], rTrxR1 inhibitor 7%[57.1 µM], IDH1 R132H inh 11%, GLS inh -3%, Pin1 inhibitor inconclusive, PI4K2A block 2 and HP1b binding inh 0%.
Screening O=C1C(c2ccc(F)cc2)N(CCc2ccccc2)C(=O)CN1C1CCCCC1 (centres undefined) returned USP1 inh -22%, PGK inhibitor inactive, TrxR1 substrate 2%[57.1 µM], rTrxR1 inhibitor 7%[57.1 µM], IDH1 R132H inh 7%, GLS inh 0%, Pin1 inhibitor 1%, PI4K2A block 0 and HP1b binding inh 26%.
For CCn1c(C)c(C2N3CC4(C)CN2CC(CC)(C3)C4=O)c2ccccc21 (centres undefined) the results were USP1 inh -9%, PGK inhibitor -5%, TrxR1 substrate -2%, rTrxR1 inhibitor 11%, IDH1 R132H inh 7%, GLS inh -1%, Pin1 inhibitor -2%, PI4K2A block -3 and HP1b binding inh 42%[activator].
For O=C(NC1CCS(=O)(=O)C1)OC1CCCCC1 (centres undefined) the results were USP1 inh -6%, TrxR1 substrate 6%, rTrxR1 inhibitor 9%[57.1 µM], IDH1 R132H inh -3%, GLS inh 3%, Pin1 inhibitor 1%, PI4K2A block 7 and HP1b binding inh 24%.
Screening Cc1cccc(NC(=O)Cn2cnc3ccccc3c2=O)c1C returned USP1 inh -6%, PGK inhibitor -7%, TrxR1 substrate -3%, rTrxR1 inhibitor 3%, IDH1 R132H inh 2%, GLS inh -2%, Pin1 inhibitor -10%, PI4K2A block 0 and HP1b binding inh 29%.
CC(C)CC(=O)N1CC=CC[C@@H](c2ccc(Cl)cc2)N(Cc2ccc(Cl)cc2)C(=O)[C@@H]1Cc1ccccc1 was read as USP1 inh -20%, PGK inhibitor inactive, TrxR1 substrate -11%, rTrxR1 inhibitor -2%, IDH1 R132H inh -5%[38.3 µM], GLS inh 2%, Pin1 inhibitor 9%, PI4K2A block -1 and HP1b binding inh 27%.
`CCc1ccc(NC(=O)CSc2nc3ncccc3[nH]2)cc1` gave USP1 inh -11%, PGK inhibitor -2%, TrxR1 substrate 2%, rTrxR1 inhibitor 15%, IDH1 R132H inh -9%, GLS inh 0%, Pin1 inhibitor 2%, PI4K2A block -3 and HP1b binding inh 36%.

An excerpt (hit frequency here may not be typical).
